# Dengue-2 NS5 capping: flavivirus cap methylation enzyme inhibition – biochemical, confirmation dose response, primary screen (AID 588689); Dengue-2 NS5 methyltransferase capping enzyme assay, biochemical; higher % means a stronger effect; one-dose inhibition, % at 25 µM; IC50 in µM for titrated hits; 340,000 tested, 0.3% active; in the data active = a potency from the dose series; inconclusive = inhibition above about 29% without an active follow-up result
# PhoP inhibition: PhoP-dependent GFP reporter repression – Salmonella Typhimurium, primary screen (AID 1863) | S. Typhimurium PhoP-regulated promoter GFP reporter, 4 h; higher % means a stronger effect | inhibition, % at 50 µM, or IC50 in µM where a hit was titrated | 300,000 tested, 0.16% active;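 active = inhibition over 29.93%, a cutoff 3 SD above the screen mean, later confirmed by dose response; inconclusive = inhibition over 29.93% but no dose response follow-up; inactive = inhibition at most 29.93% or unconfirmed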;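 note: 0% = low Mg2+ inducing control and 100% = high Mg2+ repressing control; strong numbers were not always called active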
# LYP inhibition: inhibitors of LYP phosphatase, biochemical, fluorescence intensity, uHTS (AID 1779) | inhibition, % at 11.5 µM; hits with a dose series show IC50 in µM | 290,000 tested, 0.054% active | recombinant LYP phosphatase, fluorescence intensity; higher % means a stronger effect; in the data active = inhibition above about 50%;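 note: plate controls were vehicle with enzyme for no effect and no enzyme for full effect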
# West Nile virus CPE: West Nile virus antiviral activity, cell-based, CPE readout (AID 1621); West Nile virus-infected cells, CPE inhibition; higher % means a stronger effect; one-dose CPE inhibition, % at 10 µM; IC50 in µM for titrated hits; 290,000 tested, 0.02% active; in the data active = a potency from the dose series; inconclusive = CPE inhibition mostly from about 3.7% at the one dose, without a potency; inactive = the rest, 99 in 100 with CPE inhibition below about 2.2%; note: strong numbers were not always called active
# SV40 large T antigen: TAg ATPase/helicase activity blockers – biochemical (AID 1903); SV40 large T antigen ATPase/helicase inhibition assay; higher % means a stronger effect; one-dose inhibition, % at 20 µM; IC50 in µM for titrated hits; 310,000 tested, 0.39% active; in the data active = a potency from the dose series; inconclusive = inhibition mostly from about 32% at the one dose, without a potency; inactive = the rest, 99 in 100 with inhibition below about 32%; note: strong numbers were not always called active
# RSV antiviral HEp-2: inhibition of RSV-induced cytopathic effect – HEp-2 cells, primary 10 µM value included (AID 2391); CPE inhibition, % at 10 µM; hits with a dose series show IC50 in µM; HEp-2 cells, RSV-induced CPE inhibition; higher % means a stronger effect; 310,000 tested, 0.13% active; in the data active = a potency from the dose series; inconclusive = CPE inhibition mostly from about 23% at the one dose, without a potency; inactive = the rest, 99 in 100 with CPE inhibition below about 21%; note: strong numbers were not always called active
# ER stress rescue: protection against thapsigargin-triggered cell killing – 384-well, CSM14.1, ATP luminescence, primary screen (AID 1222). CSM14.1 thapsigargin-induced death rescue, ATP luminescence; higher % means a stronger effect. cellular ATP content (survival), % at 20 µM, or EC50 in µM where a hit was titrated. 190,000 tested, under 10 active;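 active = EC50 below 50 µM in the dose-response confirmation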;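 note: death triggered by thapsigargin at about 15 µM added after 2 h compound pretreatment; cell ATP read after overnight thapsigargin exposure of roughly 18 to 22 hours; normalized against plate controls of thapsigargin alone and 5% DMSO vehicle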
# MgcRacGAP inhibition: MgcRacGAP GTPase-activating activity inhibitors, confirmation, biochemical, ADP Hunter fluorescence. one-dose inhibition, % at 30 µM; IC50 in µM for titrated hits. 340,000 tested, 0.6% active. MgcRacGAP-stimulated Rac1 GTP hydrolysis, ADP Hunter fluorescence; higher % means a stronger effect; GST-tagged Rac1 F28L mutant substrate. AID 624330;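 active = first-screen hits whose inhibition reached a set limit at any dose in the follow-up dose series; inconclusive = inhibition above the set first-screen limit but never retested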;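 note: fluorescence reports GDP produced by GAP-driven GTP hydrolysis; strong numbers were not always called active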
# GPR35 arrestin U2OS: inhibition of zaprinast-stimulated GPR35 beta-arrestin translocation – imaging, U2OS, beta-arrestin-GFP, zaprinast agonist, primary screen (AID 2058) | one-dose inhibition, % at 10 µM; IC50 in µM for titrated hits | 290,000 tested, 0.052% active | U2OS GPR35 beta-arrestin-GFP translocation imaging, zaprinast antagonism; higher % means a stronger effect;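 active = inhibition of at least 50% with at least 30 cells and total cytoplasm GFP at most 10,000,000; inconclusive = under 30 cells or total GFP of 10,000,000 plus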
# Dengue-2 NS5 capping pilot replicate: recorded beside Dengue-2 NS5 capping, whose call it bears; inhibition, %; measured here: pilot screen replicate inhibition
# * = called active by the depositor; ? = inconclusive; . = no result given.
SMILES,Dengue-2 NS5 capping,PhoP inhibition,LYP inhibition,West Nile virus CPE,SV40 large T antigen,RSV antiviral HEp-2,ER stress rescue,MgcRacGAP inhibition,GPR35 arrestin U2OS,others
COc1ccc(S(=O)(=O)c2c(C)c(NS(=O)(=O)c3ccccc3)cc(C)c2O)cc1,-5%,12%,-1%,0.2%,3%,11%,-6.9%,8%,-10%,
CC1C(=O)N2CCCc3cc(NC(=O)C(=O)NCCc4c[nH]c5ccccc45)cc1c32 (centres undefined),-3%,11%,.,.,10%,14%,.,0%,.,
O=C1c2ccccc2C(=O)N1CCc1csc(-c2ccccc2)n1,1%,0%,2%,-0.6%,-1%,3.4%,-1.2%,3%,-7%,Dengue-2 NS5 capping pilot replicate=-1.8
COc1ccc(C2C(C#N)=C(N)OC3=C2C(=O)CC(C)C3)c(OC)c1OC (centres undefined),-3%,-6%,0%,0.0%,2%,0.0%,-2.2%,2%,-2%,
COc1ccc(CCNC(=O)CN2CCN(c3cccc(Cl)c3)CC2)cc1OC,-6%,-7%,-5%,-1.1%,20%,3.1%,-1.6%,9%,-7%,
COc1ccc(CNC(=O)CN(C(=O)CCC(=O)Nc2nccs2)c2cccc(C)c2)cc1,-5%,8%,-7%,0.6%,-2%,2.6%,.,2%,-12%,
O=C(O)Cc1ccc(O)c(O)c1,1%,-5%,-5%,-0.6%,18%,1.0%,.,-12%,14%,
CCOC(=O)c1c(-c2ccc(OC)cc2)csc1NC(=O)CCN1CCOCC1,1%,-1%,-4%,-0.8%,10%,-2.0%,-0.2%,23%,-8%,
COc1ccc(S(=O)(=O)N2CCn3c2nc2ccccc23)cc1,-5%,19%,1%,-0.1%,2%,0.7%,.,5%,12%,
Cc1ccc(-n2nc(C)c3c(C)c(CCC(=O)NCc4ccco4)c(C)nc32)cc1,1%,-9%,-1%,.,-2%,0.3%,-0.1%,10%,12%,
CC(=O)C1C(c2ccc([N+](=O)[O-])cc2)C2C(C)=NN=C2CC1(C)O (centres undefined),3%,-9%,-10%,0.2%,25%,2.2%,.,6%,58%,
CCc1nnc(NC(=O)CSc2nnc(COc3ccc(C#N)cc3)n2-c2ccccc2)s1,1%,-9%,-10%,-0.5%,-4%,2.3%,-0.1%,12%,15%,
CCC(CC)C(=O)Nc1cc(C)cc(C)c1,-5%,-14%,-5%,-0.3%,4%,1.2%,0.9%,5%,12%,
COc1ccc(CCNC(=O)c2nn(C)cc2Cl)cc1,-1%,-5%,-4%,-0.3%,10%,3.7%,-1.5%,8%,27%,
CCOc1ccccc1C(=O)N(Cc1ccccc1)Cc1cc2cc3c(cc2[nH]c1=O)OCCO3,-1%,.,.,0.4%,.,-1.5%,.,-5%,.,
CCCCc1ccc(NC(=O)CSc2nc3ncccc3[nH]2)cc1,-5%,-10%,-10%,1.0%,9%,-2.8%,.,6%,8%,
Cc1cc(C2C(=O)c3ccccc3C2=O)c(C)c(C)c1C,16%,-7%,-1%,0.9%,19%,0.8%,.,17%,4%,
CNc1ncc(-c2nnnn2-c2ccccc2)c(-c2ccccc2)n1,-1%,-3%,-6%,-0.5%,5%,1.9%,.,0%,0%,
CCOC(=O)c1cnn(-c2sc(C(=O)OCC)c(C)c2C(=O)OCC)c1N,-8%,.,.,-0.4%,.,-1.8%,.,-2%,.,
CCOC(=O)CSc1nnc(-c2ccccc2)o1,2%,4%,-2%,0.2%,-4%,2.5%,-1.2%,19%,-10%,
Cc1ccc(OC(=O)c2c(C)nn(-c3ccccc3)c2C)cc1,-3%,-8%,-5%,-0.7%,11%,.,.,7%,19%,
Cc1[nH]c2ccc3ccccc3c2c(=O)c1C/C=C/Cl,0%,-4%,-10%,-1.0%,10%,5.7%,.,9%,5%,
O=C(N/N=C/c1ccoc1)c1ccc(Cl)cc1,1%,-4%,-3%,-0.2%,29%,1.7%,.,8%,-9%,
CCOc1ccccc1C(=O)N1CCOCC1,-1%,6%,-5%,-0.1%,-1%,2.0%,-0.9%,-2%,16%,
COC(=O)C(C)Oc1ccc(=O)[nH]n1 (centres undefined),3%,-17%,-9%,0.4%,-2%,-1.2%,2.4%,-10%,-6%,
CC(/C=C1\SC(=S)N(NC(=O)c2ccc(O)cc2)C1=O)=C\c1ccccc1,3%,8%,0%,-0.1%,31%,13%,-1.1%,9%,1%,
Cc1cc(C)cc(NC(=O)CC2NCCNC2=O)c1 (centres undefined),4%,-1%,-7%,0.5%,7%,1.4%,-4.0%,3%,-8%,
COc1ccc(CCNC(=O)[C@H](C)NC(=O)[C@@H]2CSC3c4ccccc4C(=O)N32)cc1 (some centres undefined),9%,-4%,-10%,-0.3%,13%,-0.1%,.,6%,-3%,
O=C(O)c1cccc(Nc2nc(-c3cccnc3)nc3ccccc23)c1,-9%,-9%,-4%,0.5%,7%,2.0%,-1.1%,4%,3%,
CCc1ccccc1NC(=S)N(CCCN1CCOCC1)Cc1ccccn1,5%,3%,4%,-1.2%,5%,0.2%,-1.2%,5%,-16%,
CCc1ccc(C(CC(=O)O)N2Cc3ccccc3C2=O)cc1 (centres undefined),-4%,5%,-4%,-0.1%,6%,2.5%,.,5%,-9%,
OC(CN1CCOCC1)Cn1c2c(c3ccccc31)CCCC2 (centres undefined),3%,1%,1%,1.1%,4%,2.5%,.,-3%,-6%,
Cc1ccc2nc(SCC(=O)N/N=C/c3ccc(C(=O)O)cc3)cc(C)c2c1,-3%,-6%,-11%,0.0%,13%,3.8%,.,0%,7%,
O=C(COC(=O)c1ccc(CO)cc1)NCc1cccs1,2%,-3%,-6%,-0.4%,6%,0.3%,-1.0%,13%,16%,
CCCn1c(SCC(=O)/C(C#N)=C(\C)N)n[nH]c1=O,-5%,-10%,-8%,-0.5%,8%,8.9%,-2.1%,3%,7%,
Cc1cccc(C(=O)O/N=C(\N)c2ccc(Br)cc2)c1,5%,-5%,-1%,-0.1%,6%,1.3%,-1.8%,12%,5%,
Cc1ccc(-c2nc(CSCC(=O)Nc3cc(C)on3)c(C)o2)cc1,-2%,-6%,-4%,-0.2%,1%,-0.1%,-0.2%,2%,0%,
O=C(CSc1nc2ccccc2c(=O)n1-c1ccccc1)N1CCc2ccccc21,-5%,14%,-6%,0.9%,-2%,1.6%,0.3%,4%,-15%,
O=C(NC1CCCc2c1cnn2-c1cc(F)cc(F)c1)c1ccncc1 (centres undefined),-3%,8%,-4%,0.4%,3%,.,.,-6%,10%,
O=C(NC1CCCC1)C(c1ccc(Cl)cc1)N(C(=O)c1csnn1)C1CC1 (centres undefined),1%,0%,0%,-0.6%,7%,0.2%,.,7%,-6%,

# Looked up by compound from the list above:
SMILES,Dengue-2 NS5 capping,PhoP inhibition,LYP inhibition,West Nile virus CPE,SV40 large T antigen,RSV antiviral HEp-2,ER stress rescue,MgcRacGAP inhibition,GPR35 arrestin U2OS,others
O=C(NC1CCCc2c1cnn2-c1cc(F)cc(F)c1)c1ccncc1 (centres undefined),-3%,8%,-4%,0.4%,3%,.,.,-6%,10%,
COc1ccc(CCNC(=O)[C@H](C)NC(=O)[C@@H]2CSC3c4ccccc4C(=O)N32)cc1 (some centres undefined),9%,-4%,-10%,-0.3%,13%,-0.1%,.,6%,-3%,

# The list goes on.
SMILES,Dengue-2 NS5 capping,PhoP inhibition,LYP inhibition,West Nile virus CPE,SV40 large T antigen,RSV antiviral HEp-2,ER stress rescue,MgcRacGAP inhibition,GPR35 arrestin U2OS,others
CC(C)(C)OC(=O)CC[C@@H](C(=O)N1CCN(C(=O)OC(C)(C)C)CC1)n1cc(C(Cc2ccc(O)cc2)NC(=O)OC(C)(C)C)nn1 (some centres undefined),-7%,-8%,0%,.,7%,-1.1%,3.0%,12%,3%,
Cc1sc2ncn(CC(=O)NCCCC(=O)Nc3ccc(C(C)C)cc3)c(=O)c2c1C,-2%,4%,-14%,?,25%,-2.0%,.,4%,-12%,
Nc1nonc1-c1nc2ccccc2n1Cc1ccc(Cl)cc1,-8%,-16%,-1%,0.2%,9%,-1.2%,-1.6%,6%,1%,
O=C(CCNC(=O)Cn1cnc2ccccc2c1=O)NCC1COc2ccccc2O1 (centres undefined),-2%,-3%,-3%,0.1%,1%,0.2%,-1.2%,2%,-6%,
COC(=O)c1ccccc1NC(=O)N1c2ccccc2CC1C (centres undefined),-5%,-2%,2%,0.1%,-1%,5.5%,-1.9%,6%,1%,
O=C(CSc1nc2ccccc2o1)c1ccc2c(c1)OCCO2,-6%,-11%,-3%,0.1%,2%,2.2%,.,14%,-6%,
Cc1ccc(CNS(=O)(=O)c2c(C)n(C)c(=O)n(C)c2=O)cc1,-8%,-3%,-5%,0.0%,4%,-0.4%,.,-7%,8%,
CC(=O)N1c2ccc(S(=O)(=O)NCCC(=O)Nc3ncccc3C)cc2CC1C (centres undefined),4%,-11%,-11%,0.5%,5%,0.1%,.,8%,9%,
Cn1nc(C(F)(F)F)c(-c2cccc(C(F)(F)F)c2)c1NC(=O)CSCC(=O)O,-2%,-7%,7%,0.3%,2%,1.6%,.,2%,-7%,
COc1ccccc1C(=O)COC(=O)CNS(=O)(=O)c1ccc(C)cc1,-1%,2%,-5%,0.7%,7%,20%,1.0%,7%,11%,
COc1ccc(-c2nc(CS(=O)CC(=O)NC3CCCC3)c(C)o2)cc1OC (centres undefined),-9%,0%,-12%,-0.5%,8%,-1.6%,.,9%,0%,
CCOc1ccc(C(=O)NN2C(=S)NC(C)(C)C=C2C)cc1,-5%,-12%,-4%,0.7%,19%,.,.,7%,8%,
O=C(NCc1ccc2c(c1)OCO2)c1ccc2c(c1)S(=O)(=O)c1ccccc1C2=O,0%,.,.,-0.6%,1%,6.0%,.,8%,.,
CC(=O)c1ccc(NC(=O)CSc2nc3[nH]ncc3c(=O)[nH]2)cc1,-4%,4%,.,.,10%,-1.4%,.,3%,.,
CCNc1cc(N2CCCC2)ccc1[N+](=O)[O-],-3%,-3%,-6%,0.0%,8%,?,1.6%,6%,7%,
NNC(=O)c1cc(-c2ccc(N)cc2)nc2ccc(Br)cc12,.,-4%,-1%,-0.5%,0%,.,.,.,2%,
COc1cccc(S(=O)(=O)Nc2cccnc2)c1,-7%,-9%,-2%,0.9%,-4%,-0.3%,0.6%,5%,-9%,
O=[N+]([O-])c1cccc(-c2ccc(/C=N/n3c(-c4ccccc4)n[nH]c3=S)o2)c1,-9%,4%,0%,-0.9%,9%,0.8%,1.2%,9%,-18%,
O=C(Cn1cnc2ccccc21)N/N=C/c1cccs1,-1%,15%,-2%,-0.4%,12%,1.9%,-3.0%,6%,6%,
NS(=O)(=O)c1ccc(CCNC(=O)CN2CCN(c3cccc(Cl)c3)CC2)cc1,2%,2%,0%,-0.3%,12%,4.2%,-2.9%,7%,-9%,
CC(=O)Nc1ccc2nc(NC(=O)COc3ccccc3)sc2c1,-4%,-9%,-1%,0.5%,22%,2.8%,-2.3%,5%,-23%,

# Screens (PubChem)
